# Assay outcomes: PubChem, National Center for Advancing Translational Sciences (NCATS)
# aSyn tox rescue – alpha-synuclein toxicity suppression in yeast; S. cerevisiae alpha-synuclein toxicity rescue, BacTiter-Glo growth, 24 h; Potency, µM (highest dose often 46.1 µM), for the others: top-dose growth rescue (activation), most hits filed as activators; 0.02% of 94,000 active; active means well fitted activation curve with a large enough effect; inconclusive means small, poorly fitted or top-dose-only effect; further: 0% is about no effect
#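 Growth restoration measured by BacTiter-Glo luminescence after 24 hr at 30 deg C; alpha-synuclein yeast, raffinose-pregrown to mid-log, were added at OD600=0.02 in galactose medium onto pinned compounds.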
# Numbers without * were called inactive; ? = inconclusive; [ ] = dose if it differs, or a comment. Potency means the concentration at half of the fitted maximal effect. These rows are one share of the data, so the mix of outcomes need not match the whole.
# Start of the listing, in advance (7 entries):
mol | aSyn tox rescue
COc1ccc(OC)c2sc(N(Cc3cccnc3)C(=O)c3ccco3)nc12 | -2%
O=C(Cc1ccc(Cl)cc1)Nc1cccnc1Cl | 4%
Cc1cc(C(=O)N/N=C/c2ccc(N3CCOCC3)cc2)c(C)o1 | 0%
COCc1c(C#N)c(NCc2cc(OC)c(OC)c(OC)c2)nc(C)c1[N+](=O)[O-] | -2%
CCCCN1C(=O)C(CC(=O)NCCc2ccccn2)CC(C(=O)N(CC)CC)=C1C (stereo not given) | 7%
COc1ccc(NC(=O)CSC2=Nc3ccccc3C3=NC(CCC(=O)NCc4ccc(F)cc4)C(=O)N23)cc1Cl (stereo not given) | -2%
CCN(CC)CCOC(=O)c1ccc(NC(=O)c2nn(-c3ccc(C)cc3)c(=O)c3c2c2ccccc2n3C)cc1 | 5%

# The whole of this part (from the top)
mol | aSyn tox rescue
COc1ccc(OC)c2sc(N(Cc3cccnc3)C(=O)c3ccco3)nc12 | -2%
O=C(Cc1ccc(Cl)cc1)Nc1cccnc1Cl | 4%
Cc1cc(C(=O)N/N=C/c2ccc(N3CCOCC3)cc2)c(C)o1 | 0%
COCc1c(C#N)c(NCc2cc(OC)c(OC)c(OC)c2)nc(C)c1[N+](=O)[O-] | -2%
CCCCN1C(=O)C(CC(=O)NCCc2ccccn2)CC(C(=O)N(CC)CC)=C1C (stereo not given) | 7%
COc1ccc(NC(=O)CSC2=Nc3ccccc3C3=NC(CCC(=O)NCc4ccc(F)cc4)C(=O)N23)cc1Cl (stereo not given) | -2%
CCN(CC)CCOC(=O)c1ccc(NC(=O)c2nn(-c3ccc(C)cc3)c(=O)c3c2c2ccccc2n3C)cc1 | 5%
Cc1ccc2c(c1)C1CN(C)CCC1N2C(=O)COc1ccc(N(C)S(=O)(=O)c2cccs2)cc1 (stereo not given) | 10%
C#CC(C)(CC)NC(=O)Cn1nnc(-c2ccc(OCc3c(F)cccc3Cl)cc2)n1 (stereo not given) | 13%
COc1ccc2cc3c(N)nn(C(=O)c4ccc(OC)c(OC)c4)c3nc2c1 | -10%
CC1=C(C#N)c2nc(N)c(C#N)c(C)c2/C1=C\c1ccc(OCC(=O)O)c(Cl)c1 | -2%
COc1cc(NC(=O)Cn2c(C)cc3ccccc3c2=O)cc(OC)c1OC | 10%
Cc1cc(C)c(OCC(=O)Nc2cccc(-c3nc4ncccc4o3)c2)c(Br)c1 | -21%
O=C(NCCC1=CCCCC1)c1cc(S(=O)(=O)N2CCOCC2)ccc1F | 10%
CN(CCCNC(=O)CCC(=O)N1CCOc2ccccc21)Cc1ccccc1 | 10%
CCc1cccc(NC(=O)Cn2c(=O)n(CC(=O)NCCc3ccccc3)c(=O)c3ccccc32)c1 | -9%
COc1ccc(CNS(=O)(=O)c2ccc(F)c(C(=O)Nc3c(C)cc(C)cc3C)c2)cc1 | 5%
COc1cccc(/C=N/n2nnnc2N)c1O | -3%
Cc1nn(CC(=O)NCc2ccc(F)cc2)c2ccccc12 | -2%
O=S(=O)(c1cccc(C(F)(F)F)c1)n1c(/C=C/c2ccccc2)nc2ccccc21 | -62%[inhibitor]
COC(=O)Cn1c2ccc(Cl)cc2c2nc(C)sc21 | -14%
CCc1nnc(NS(=O)(=O)c2ccc(Nc3ccc4nonc4c3[N+](=O)[O-])cc2)s1 | -8%
Cc1cc2oc(C(=O)Nc3ccc(S(=O)(=O)N4CCCCCC4)cc3)cc(=O)c2cc1C | 0%
COc1ccc(C)cc1Nc1c2c(nc3nc(-c4cccs4)nn13)CCCC2 | -2%
O=C(Nc1ccccc1)Nc1nnc(SCC(=O)N2CCCCC2)s1 | -7%
Cc1c(NC(=O)C(C)OC(=O)c2cccc(S(=O)(=O)N3CCOCC3)c2)c(=O)n(-c2ccccc2)n1C (stereo not given) | 13%
Cc1nc(-c2ccc(Cl)cc2)sc1CCNC(=O)c1ccc(C(F)(F)F)cc1 | -10%
C=CCn1c(SCC(=O)NC2CCS(=O)(=O)C2)nnc1-c1cc2c(s1)CCC(CC)C2 (stereo not given) | 5%
Cc1ccc(Cn2ccnc2SCC(=O)Nc2ccccc2C(F)(F)F)cc1 | 0%
CN1C(=O)c2cccc3c(S(=O)(=O)NCCc4ccccc4)ccc1c23 | 0%
CCc1cccc(NC(=O)Cn2ncc3c([nH]c4ccc(C)cc43)c2=O)c1 | -10%
COc1ccccc1N1CCN(S(=O)(=O)c2c(C)sc3ncn(CC(=O)Nc4ccc(C)cc4Br)c(=O)c23)CC1 | -1%
COc1ccc(-c2csc(NS(=O)(=O)c3ccc([N+](=O)[O-])cc3)n2)cc1 | 5%
CC(=O)Nc1ccccc1NC(=O)C/C(C)=N/NC(=O)C(=O)N1CCCCC1 | -5%
CC(NC(=O)c1cc2ccccn2n1)c1ccccc1 (stereo not given) | -21%
Cc1nc(N2CCN(c3ccccn3)CC2)c2c(C)c(C(=O)Nc3ccc(F)cc3F)sc2n1 | -2%
COc1ccc(Cl)cc1C(=O)NNC(=O)C1CCCO1 (stereo not given) | 3%
CCN1CCN(CCNC(=O)c2ccc3c(c2)NC(=O)/C(=C\c2cccc(Cl)c2)S3)CC1 | -11%
Cc1ccc(C(C)C)cc1OCC(=O)NNC(=O)Nc1ccccc1 | 4%
COc1ccc(CNC(=O)c2ccc3c(c2)N(C)CCS3)cc1 | 7%
Cc1ccc(O)c(NC(=O)c2cc(-c3ccc(F)cc3)on2)c1 | -3%
O=C(COC(=O)C1CC2C=CC1C2)Nc1cccc(S(=O)(=O)N2CCCCC2)c1 (stereo not given) | 10%
COc1cc(OC)c(Nc2c3c(nc4nc(-c5cccs5)nn24)CCCC3)cc1Cl | 7%
COc1ccc(NC(=O)c2sc3nc(C)c(C(=O)Nc4ccc(C)cc4C)c(-c4cccs4)c3c2N)cc1 | 1%
CCN(CC)S(=O)(=O)c1ccc(S(=O)(=O)N2CCN(CCC#N)CC2)cc1 | -4%
Cc1ccc(-c2nnc(Oc3cccc(C)c3)c3ccccc23)cc1 | 1%
CC(Sc1nc(O)c(-c2ccccc2)c(=O)[nH]1)C(=O)Nc1ccc(Cl)cc1 (stereo not given) | -6%
CC(C)(C)OC(=O)NCCC(=O)N/N=C/c1cccc2cccnc12 | 2%
Cc1ccc(CN(C)c2nc(-c3cccnc3)nc3ccccc23)o1 | -2%
Cc1ccc2onc(CC(=O)N3CCN(c4ccccc4F)CC3)c2c1 | 5%
COc1ccc(C2Oc3nc(SC)nnc3-c3ccccc3N2C(C)=O)cc1 (stereo not given) | -7%
Cc1c(Cl)cccc1NC(=O)CN1C(=O)COc2ccc(S(=O)(=O)N3CCCCCC3)cc21 | 5%
CC(=O)c1ccc(NC(=O)c2nc(-c3ccccc3)n(-c3ccccc3Cl)n2)cc1 | ?
Cc1ccccc1OCc1ccc(-c2nc(C#N)c(N3CCC(C(N)=O)CC3)o2)o1 | 3%
CCc1ccc2nc(SCC(=O)Nc3ccccc3N3CCOCC3)c(C#N)cc2c1 | 3%
Cc1cc2ccccc2n1CCNC(=O)c1cccc(Br)c1 | 6%
CCc1nnc2c(N3CCN(c4cccc(C)c4)C(C)C3)nc3ccccc3n12 (stereo not given) | -16%
COc1ccc(CN(C(=O)c2cc3ccccc3oc2=O)C2CCS(=O)(=O)C2)cc1OC (stereo not given) | 6%
COc1ccc(CCNC(=O)c2ccc3c(c2)S(=O)(=O)N=C2CCCCCN23)cc1OC | 2%
CCOC(=O)c1sc(=NC(=O)C2CC2)n(C)c1C | -3%

# Retrieved one by one from above:
mol | aSyn tox rescue
Cc1ccc(-c2nnc(Oc3cccc(C)c3)c3ccccc23)cc1 | 1%
CC(=O)Nc1ccccc1NC(=O)C/C(C)=N/NC(=O)C(=O)N1CCCCC1 | -5%
COc1ccc(CCNC(=O)c2ccc3c(c2)S(=O)(=O)N=C2CCCCCN23)cc1OC | 2%

# Continued.
mol | aSyn tox rescue
Cc1cc(OCCn2cnc3ccccc3c2=O)ccc1[N+](=O)[O-] | -7%
CC1OC(OC2C(Oc3c(-c4ccc(O)cc4)oc4cc(O)cc(O)c4c3=O)OC(COC3O[C@@H](C)[C@H](O)[C@@H](O)C3O)C(O)C2O)C(O)C(O)C1O (stereo not given in full) | 10%
CCCCNC(=O)CSc1nc2cc3c(cc2c(=O)n1CCCCCC(=O)NCCc1ccc(OC)c(OC)c1)OCO3 | -1%
Cc1ccccc1CSc1cn(CC(=O)N2CCCC2)c2ccccc12 | 7%
CC(C)c1ccc2oc(-c3ccc(NC(=O)c4cc5ccccc5o4)cc3)nc2c1 | 0%
COc1ccc(-c2cn3nc(N4CCCC(C(=O)Nc5cc(C)ccc5C)C4)sc3n2)cc1 (stereo not given) | 4%
CC(=O)Nc1ccc(S(=O)(=O)NNc2cccc(C)c2)cc1 | 4%
O=S(=O)(c1ccc(-c2csc(=Nc3ccc(OC(F)(F)Cl)cc3)n2CCCO)cc1)N1CCCC1 | 11%
CN(C)C(=O)c1ccc(NC(=O)c2cccc(-n3cnnn3)c2)cc1 | -2%
COc1ccc(C2=NC(C)(C)N(CC(=O)Nc3cccc(C)c3)C2=O)cc1 | 13%
Cc1ccc(C(=O)NCc2ccccc2)cc1NC(=O)c1nsc2ccccc12 | 3%
CCOc1ccccc1NC(=O)Cn1c(=O)n(CCCC(=O)NCc2ccc(C)cc2)c(=O)c2ccccc21 | 1%
CCn1cc(C(=O)N2CCN(c3ccc(F)cc3)CC2)c(=O)c2cc(S(=O)(=O)N3CCOCC3)ccc21 | -4%
Cc1cc(OCC(=O)NCC(c2cccs2)N2CCOCC2)ccc1C(C)C (stereo not given) | 10%
CC1(C)CC(=O)C(C=NCCN2CCN(C3CC(=O)N(c4ccc(Br)cc4)C3=O)CC2)=C(O)C1 (stereo not given) | 8%
CCCCN(C(=O)c1ccc(-n2nc(C)cc2C)cc1)c1c(N)n(CCC)c(=O)[nH]c1=O | 1%
COc1ccc(-c2nc3ccc(C)cn3c2Nc2ccc3c(c2)OCO3)cc1 | 1%
O=C(NNC(=O)c1ccc(Br)o1)c1ccc(NC(=O)c2ccccc2)cc1 | -6%
Cc1noc(C(=O)Nc2ccc(C#N)cc2)c1Cl | 1%
Cc1cn2c(=O)cc(COC(=O)COc3ccccc3C)nc2s1 | 3%
CCc1cccc(NC(=O)CN(c2ccc(C)c(C)c2)S(=O)(=O)c2ccsc2C(=O)OC)c1 | 12%
COc1ccc(S(=O)(=O)N(C)C)cc1NC(=O)CCCSc1ccccc1 | -10%
Cc1ccccc1CSc1nc2cccnc2n1Cc1ccc(C(=O)NC2CC2)cc1 | 3%
CCN(c1ccc(OC)cc1)S(=O)(=O)c1c(C(=O)N2CCCCCC2)c(C)n(C)c1C | -1%
O=C(CSc1nc2[nH]ncc2c(=O)[nH]1)Nc1cccc(Cl)c1 | -7%
Cn1nnnc1SCCNCc1ccc(OCc2ccc(Cl)cc2)cc1 | -7%
O=C(COc1ccc(F)cc1Br)Nc1ccccc1N1CCCC1 | 1%
Cc1cccc(C(=O)Nc2ccc(-c3nc4ccccc4s3)cc2Cl)c1 | -1%
COc1ccccc1CNC(=O)COC(=O)c1cccc(S(=O)(=O)N2CCOCC2)c1 | -43%[inhibitor]
CCC1Oc2ccc(C)cc2N(CC(=O)N2CCOCC2)C1=O (stereo not given) | 9%
CCn1c(SCC(=O)O)nc2ccccc21 | 11%
O=C(Cc1cccc2ccccc12)NN=Cc1ccc2c(c1)CCC2 | 5%
CC(=O)c1sc2nc(-c3ccco3)ccc2c1N | -9%
O=C(NCCN1CCOCC1)C1CC(=O)N(c2ccc(F)cc2)C1 (stereo not given) | -12%
C/C(CC(=O)NC(C)c1ccccc1)=N\NC(N)=S (stereo not given) | 6%
O=C(CCCOC(=O)c1ccc(O)cc1O)c1ccc(F)cc1 | -2%
CC(=O)Nc1cccc(NC(=O)CSc2nccn2Cc2ccc3c(c2)OCO3)c1 | -2%
Cn1c(=O)c(=O)n(C)c2cc(S(=O)(=O)N3CCN(c4ccc(F)cc4)CC3)ccc21 | -9%
CCOC(=O)c1ccccc1NC(=O)Cn1c(=O)n(-c2ccc(CC)cc2)c(=O)c2c(C)c(C(=O)N(C)C)sc21 | 3%
CCOc1ccc(N(CC(=O)NCc2ccco2)C(=O)CCC(=O)Nc2nccs2)cc1 | 3%
CCN1C(=O)c2ccccc2S(=O)(=O)c2ccc(C(=O)NCc3ccccc3)cc21 | 2%
O=C(c1ccc(S(=O)(=O)N2CCOCC2)cc1)N1CCc2ccccc21 | -3%
CCc1ccc(NC(=O)N(Cc2c[nH]c3ccccc23)C2CCCCC2)cc1 | -1%
CCc1ccc(C(=O)c2cnc3ccc(F)cc3c2S(=O)(=O)c2ccccc2)cc1 | 5%
Cc1cccc(C)c1NC(=O)Cn1nnc(C(=O)Nc2c(C)cccc2C)c1N | 2%
N#CC(Cc1cccs1)c1nc2ccccc2[nH]1 (stereo not given) | -7%
Cc1cccc(N2CCN(C(=O)CN3C(=O)COc4ccc(S(=O)(=O)N5CCCCCC5)cc43)CC2)c1C | -11%
COc1ccc(OC)c(CCNC(=O)Cn2ncc3c([nH]c4ccccc43)c2=O)c1 | -2%
Cc1ccc(S(=O)(=O)NC(CC(C)C)C(=O)N2CCCCCCC2)cc1 (stereo not given) | 20%
CCCCN(C(=O)C1CCCO1)c1c(N)n(CC(C)C)c(=O)[nH]c1=O (stereo not given) | 3%
COc1ccccc1N(CC(=O)Nc1ccc(Br)cc1F)S(=O)(=O)c1cccs1 | -36%[inhibitor]
O=C(Nc1cccc(-c2nc3ccccc3o2)c1)c1cc([N+](=O)[O-])ccc1N1CCOCC1 | -16%
CC(=O)c1ccc(N(CC(=O)NC2CCCC2)C(=O)CNC(=O)c2cccs2)cc1 | 0%
Cc1nc2ccccc2nc1CC(O)(c1ccccc1)c1ccccc1 | 10%
Cc1cccc(Nc2n[nH]c(C)c2[N+](=O)[O-])c1 | -9%
